From PubChem BioAssay
S3 lipid droplet = qHTS Assay for Lipid Storage Modulators in Drosophila S3 Cells; Drosophila S3 cells, BODIPY lipid droplet fluorescence, 18-24 h; cells fed with added oleic acid; Potency in µM for hits, for the others lipid storage change, negative = inhibition, % at the top dose, mostly 46.1 µM; 0.64% of 320,000 active; AID 2685; active means well fitted inhibition curve with a large enough effect in the signal ratio, with a control signal flat, not every such curve was filed as active; inconclusive means small, poorly fitted or top-dose-only effect, or effect the other way, or a change in a side signal; the % refers to the signal ratio
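Laser-scanning cytometry quantifies lipid droplet accumulation (500–530 nm total intensity; droplet/cell object ratio) in oleic acid-fed (400 uM added) Drosophila S3 cells treated with a concentration series. 20 uM Triacsin C defined 100% inhibition.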
S3 lipid droplet cell count max = further read-out of S3 lipid droplet, marked with its call; cell number change, %; measured here: cell count max response;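 cells counted by Cell Tracker Red CMTPX staining in the red channel; peak over a dose series mostly up to 46.1 µM; percent activity relative to internal control wells on each plate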
* = called active by the depositor; i = inactive; u = inconclusive; x = no result given; [ ] = another dose, or the depositor's remark. On the % scale 0 is the no-effect control and ±100 the full control effect; potency means the concentration at half of the fitted maximal effect.

canonical_smiles	S3 lipid droplet	S3 lipid droplet cell count max
COc1ccc([N+](=O)[O-])cc1NC(=S)NC(=O)C(C)(C)C	u	x
Cc1ccc(/C=C/C(=O)Nc2ccc(S(=O)(=O)Nc3cc(C)nc(C)n3)cc2)cc1	u	x
COc1cc(C=O)ccc1Oc1cnccn1	u	x
Cc1ccc(C)c(NS(=O)(=O)c2cc(C(=O)N3CCc4ccccc4C3)ccc2Cl)c1	u	x
O[C@@H]1CN(C2CCCCC2)CC[C@H]1N1CCN(CCc2ccccc2)CC1	-15.0%	-0.3
Cc1ccc(Nc2nnc(SCn3nnc4ccccc4c3=O)s2)cc1	u	x
CCOC(=O)Cn1c(=O)c2c(nc(N3CCCCC3)n2Cc2ccccc2)n(C)c1=O	u	x
Nc1cc(S(=O)(=O)N2CCCCC2)ccc1N1CCOCC1	8.7%	26.3
Cn1cnnc1SCC(=O)c1ccc(O)c(O)c1	u	x
COc1ccccc1-n1cnnc1SCC(=O)NC1CCCCC1	6.9%	-15.3
Cc1cccc(NC(=O)N2C3CCCC2CC(NC(=O)C(C)(C)C)C3)c1 (stereo not drawn)	u	x
CCOC(=O)c1c(NC(=O)COC(=O)c2ccc(O)cc2)sc(C(=O)N(C)C)c1C	u	x
Cc1ccc(C)c(CN2C(=O)CSc3ccc(C(=O)NCCN4CCOCC4)cc32)c1	u	x
O=C(Nc1cccc(F)c1)Nc1ccc2c(c1)C(=O)OC2	22.1%	8.1
Cc1ccccc1C(=O)NC1CCN(CC(=O)Nc2ccc(N(C)C)cc2)CC1	i	13.5
O=C(N/N=C/c1cc([N+](=O)[O-])c(N2CCOCC2)cc1N1CCOCC1)c1cccnc1	0.1%	14.1
O=C1CCC(c2ccccc2)(c2ccccc2)CC1	-5.5%	2.3
COc1ccc(-c2cc(=O)c3c(O)cc(O)cc3o2)cc1	17.9%	0.7
CCOc1ccc(NC(=O)C(=O)NCc2ccncc2)cc1	u	x
COc1ccccc1NC(=O)CSc1nnc(Cc2cccn2C)n1-c1ccc(F)cc1	u	x
CCCCOc1ccccc1C(=O)N(Cc1ccc(C)o1)C1CCS(=O)(=O)C1 (stereo not drawn)	u	x
NC(=O)c1ccc(NC(=O)COC(=O)c2ccc3c(c2)OCO3)cc1	u	x
CC(=O)c1ccc(NC(=S)NCCc2ccccn2)cc1	u	x
CC(Nc1cccc2ccccc12)C(=O)N/N=C/c1ccc([N+](=O)[O-])cc1 (stereo not drawn)	-15.1%	-15.6
C=CCOc1ccc(CNc2ccc3[nH]c(=O)[nH]c3c2)cc1OCC	-13.7%	-6.9

Exported as labelled records: 2 of the compounds above.
SMILES: O=C(N/N=C/c1cc([N+](=O)[O-])c(N2CCOCC2)cc1N1CCOCC1)c1cccnc1
  S3 lipid droplet: 0.1%
  S3 lipid droplet cell count max: 14.1
SMILES: O=C1CCC(c2ccccc2)(c2ccccc2)CC1
  S3 lipid droplet: -5.5%
  S3 lipid droplet cell count max: 2.3

The main list resumes, starting 6 compounds before the break.
canonical_smiles	S3 lipid droplet	S3 lipid droplet cell count max
COc1ccccc1NC(=O)CSc1nnc(Cc2cccn2C)n1-c1ccc(F)cc1	u	x
CCCCOc1ccccc1C(=O)N(Cc1ccc(C)o1)C1CCS(=O)(=O)C1 (stereo not drawn)	u	x
NC(=O)c1ccc(NC(=O)COC(=O)c2ccc3c(c2)OCO3)cc1	u	x
CC(=O)c1ccc(NC(=S)NCCc2ccccn2)cc1	u	x
CC(Nc1cccc2ccccc12)C(=O)N/N=C/c1ccc([N+](=O)[O-])cc1 (stereo not drawn)	-15.1%	-15.6
C=CCOc1ccc(CNc2ccc3[nH]c(=O)[nH]c3c2)cc1OCC	-13.7%	-6.9
COc1cc(NC(=O)CC2NCCNC2=O)cc(OC)c1 (stereo not drawn)	-4.5%	2.7
COc1ccc(/C=C(\NC(=O)c2ccccc2)C(=O)OCC2CCCN3CCCCC23)cc1OC (stereo not drawn)	-0.8%	4.3
Cc1ccc(-c2nn(CC(=O)Nc3ccc4c(c3)nc3n4CCOC3)c(=O)c3ccccc23)cc1	11.0%	5.9
COc1ccc(N(Cc2cc3cc(OC)ccc3[nH]c2=O)C(=O)C2CCCO2)cc1 (stereo not drawn)	u	x
Cn1c(CNC(=O)c2ccco2)nnc1SCC(=O)Nc1cccc(Br)c1	u	x
O=C(O)c1ccccc1SC1CC(=O)N(c2ccccc2)C1=O (stereo not drawn)	u	x
Cc1ccc(-c2nc(CC(=O)Nc3cccc(S(=O)(=O)NC4=NCCC4)c3)cs2)cc1	u	x
Cc1cc(C)nc(-n2ncc3c2CC(c2cccc(Cl)c2)CC3=O)n1 (stereo not drawn)	u	x
COc1ccc(N2CCN(c3cc(C)c4ccc(C)cc4n3)CC2)cc1	u	x
COc1ccc(CNC(=S)Nc2cc(C)cc(C)c2)cc1	u	x
CCCn1nc2ccccc2c1P(=N)(N1CCOCC1)N1CCOCC1	-1.9%	4.1
COC(=O)c1sc(NC(=O)/C=C/c2ccc(C)o2)nc1C	u	x
c1ccc(Oc2ccc(-c3ccnc4nc(N5CCOCC5)nn34)cc2)cc1	i	-22.4
N#Cc1ccc(OCC(=O)OCCCOC(=O)COc2ccc(C#N)cc2)cc1	i	5.5
Cc1cc(-c2ccc(C)c(S(=O)(=O)NCc3cccc(Br)c3)c2)on1	0.2%	-0.5
O=C(NNC(=S)NCc1ccccc1)c1ccccc1OC(F)F	u	x
O=C1C2C3C=CC(CC3)C2C(=O)N1/N=C/c1ccc(O)c(O)c1 (stereo not drawn)	-19.3%	-5.4
COC(=O)CNC(=O)C(CCSC)NC(C)=O (stereo not drawn)	u	x
Cc1ccc(OCC(O)CN2CCOCC2)cc1C (stereo not drawn)	14.7%	-16.4
Cn1cc(C(F)(F)F)nc1-c1ccc(OCC(O)CNCCOc2ccc(O)c(C(N)=O)c2)cc1 (stereo not drawn)	0.7%	2.2
CCc1cc(C(=O)N2CCCC(CO)(Cc3ccc(F)cc3)C2)n(C)n1 (stereo not drawn)	u	x
c1ccc2c(c1)[nH]c1nc3nncn3nc12	u	x
O=C(NCCO)C(=O)NCC1CCCN1S(=O)(=O)c1cccs1 (stereo not drawn)	u	x
COc1ccc(N(C(=O)c2ccccc2)S(=O)(=O)c2cccs2)cc1	5.1%	x
Cc1cc(C(=O)CSc2nnc(Nc3ccccc3)s2)c(C)n1CC1CCCO1 (stereo not drawn)	u	x

Next section:
canonical_smiles	S3 lipid droplet	S3 lipid droplet cell count max
COc1cc([N+](=O)[O-])cc(/C=N/NC(=O)C(C)Nc2cccc3ccccc23)c1O (stereo not drawn)	u	x
Cc1ccc2nc(NC(=O)C3CCCN(S(=O)(=O)c4cccnc4)C3)sc2c1 (stereo not drawn)	u	x
CC(=O)Nc1c2c(nn1-c1ccccc1C)CS(=O)(=O)C2	u	x
O=C(/C=C/c1ccccc1)OCCCN=C1NS(=O)(=O)c2ccccc21	u	x
CN(Cc1ccccc1)C(=O)CSc1cc(=O)n(C)c2ccccc12	-3.6%	-10.8
N#C/C(=C(\O)C(F)(F)F)c1nnc2n1CCCCC2	-7.9%	-4.9
O=C(NC1CCC(O)CC1)c1ccc(-c2ccc(Cl)cc2)o1 (stereo not drawn)	4.2%[0.0737 µM]	18.9
Cc1cccc(-n2ncc3c(N4CCOCC4)ncnc32)c1	20.5%	17.3
CC(C)OC(=O)CSc1nc(-c2ccc(F)cc2)cc(C(F)(F)F)n1	-2.9%	-1.2
O=C(NCCc1ccc(Cl)cc1)c1ccc(NC2=NC3CS(=O)(=O)CC3S2)cc1 (stereo not drawn)	u	x
O=C(O)CCNS(=O)(=O)c1ccc2ccccc2c1	u	x
COc1cc(NC(=O)CN2CCN(c3ccccc3)CC2)c(C)cc1[N+](=O)[O-]	u	x
COc1ccc(CCNC(=O)C2CCC(CNc3c(N4CCCC4)c(=O)c3=O)CC2)cc1OC (stereo not drawn)	u	x
COc1ccc(C(NC(=O)/C=C/c2ccco2)c2ccc(OC)c(OC)c2)cc1OC	9.7%	-8.5
CC(C)CCC(C)NC(=O)CN1C(=O)NC(C)(c2ccc3ccccc3c2)C1=O (stereo not drawn)	u	x
Cc1nc2sccn2c(=O)c1S(=O)(=O)Nc1ccc(N2CCN(C(=O)C(C)C)CC2)cc1	i	x
C/C(CC1CC(COCC(C)C)OC1=O)=N\Nc1nc(-c2ccccc2)cs1 (stereo not drawn)	i	x
CCN(CC)S(=O)(=O)c1ccc(Cl)c(NC(=O)COC(=O)/C=C/c2ccc(O)c(OC)c2)c1	-12.1%	5.8
CCOc1ccccc1C(=O)OCC(=O)Nc1cc(S(=O)(=O)N2CCOCC2)ccc1C	u	x
CC(=O)c1cccc(NC(=O)Nc2c(C)nn(C)c2C)c1	i	x
c1coc(Cn2nnnc2CN2CCN(C3CCCC3)CC2)c1	u	x
COc1cccc(NC(=O)Cc2c(C(=O)O)[nH]c3ccccc23)c1	-15.6%	-2.6
CCOc1cccc(OCCCCn2ccnc2)c1	i	x
CCOC(=O)c1c(C)[nH]c(C(=O)OCC(=O)N(C)C2CCS(=O)(=O)C2)c1C (stereo not drawn)	u	x
C=C(C)COc1ccc(-c2ncncc2-c2ccc(OC)cc2)c(O)c1	22.1%	-8.9

Next section
canonical_smiles	S3 lipid droplet	S3 lipid droplet cell count max
O=S(=O)(c1ccccc1)N1CCN=C1SCc1ccc(Cl)c(Cl)c1	i	23.3
CCOC(=O)N1CCN(C(=O)C2CCN(C(=O)c3ccc(C(C)(C)C)cc3)CC2)CC1	u	x
COC(=O)C1C(C(=O)OC)C1(c1ccccc1)c1ccccc1 (stereo not drawn)	u	x
COc1ccccc1CNC(=O)C(NC(=O)Nc1ccccc1)C(C)C (stereo not drawn)	i	-3.8
CCOc1cccc2sc(N(CCCN(C)C)C(=O)c3ccc(S(=O)(=O)N(C)CC4CCCO4)cc3)nc12 (stereo not drawn)	u	x
COc1ccc(N(C(=O)CNC(=O)c2cccs2)C(C(=O)NCC2CCCO2)c2ccc(OC)c(OC)c2)cc1 (stereo not drawn)	10.0%	3.5
COc1ccc(NC(=O)c2cc(F)c(F)cc2Cl)cc1Cl	u	x
CCOC(=O)c1nc2sc(C)c(C)c2c(=O)[nH]1	5.1%	-3.4
CCCc1cc(C(=O)Nc2ccccc2SC)no1	u	x
CCOC(=O)C1(Cc2ccc(OC)cc2)CCN(C(=O)c2cc(C)on2)CC1	u	x
CC(SC1=Nc2ccccc2C2CC=NN12)C(=O)NC1(C#N)CCCCC1 (stereo not drawn)	u	x
CCOc1ccc(C2=[N+]([O-])C(C)(C)N(O)C2(C)C)cc1	-0.7%	6.0
CC(C)CC1(C)NC(=O)N(Cc2cc([N+](=O)[O-])cc3c2OCOC3)C1=O (stereo not drawn)	4.4%	18.4
O=C(Nc1ccc(O)c(-c2nc3ccccc3o2)c1)C1(c2ccccc2)CCCC1	-11.4%	-13.9
CC(Sc1ncc(C#N)c(N)n1)C(=O)Nc1ccccc1 (stereo not drawn)	u	x
C=CCOc1ccc(NC(=O)C(=O)NCCCn2ccnc2)cc1	u	x
CC(=O)N1CC=CC1(C)C(=O)O (stereo not drawn)	6.6%	-0.1
COc1cccc(C2(O)CCN(C(=O)C3CCC3)CC2)c1	3.7%	-1.2
Cc1ccc(C(=O)NCC(=O)OCC(=O)NC2CCCCCCC2)cc1	-22.1%	18.6
Cc1cc(C)n(CCC(=O)Nc2cccc(F)c2)n1	0.4%	14.3
COc1ccc(C2C(C#N)=C(N)Oc3cc(O)ccc32)cc1OC (stereo not drawn)	u	x
CCCc1nc2ccccc2c(C(=O)N(CC)CC(=O)NCc2cccs2)c1CC	u	x
C[C@@H]1C[C@H]2[C@@H]3C[C@H](F)C4=CC(=O)C=C[C@]4(C)[C@@]3(F)[C@@H](O)C[C@]2(C)[C@@]1(O)C(=O)CO	0.6%	-6.6
CC1=NN(c2ccc(C(F)(F)F)cn2)C(=O)C1	-4.7%	16.0
C=CCNC(=O)c1cc2cccc(OC)c2oc1=O	u	x

Additional records.
canonical_smiles	S3 lipid droplet	S3 lipid droplet cell count max
COc1cc(C(=O)OCC(=O)NC2CCS(=O)(=O)C2)ccc1OCc1c(C)noc1C (stereo not drawn)	4.0%	x
COc1ccc(NC(=O)COc2nsnc2N2CCCCC2)cc1	u	x
CCNc1ccc(C(=O)Nc2ccc3nc(C)sc3c2)cc1[N+](=O)[O-]	u	x
COc1ccccc1CN(C)C(=O)CN1CCN(CC(=O)Nc2ccccc2Cl)CC1	u	x
COc1ccc(NS(=O)(=O)c2ccc3c(c2)CCO3)cc1	2.4%	0.6
O=C(NCCN1CCOCC1)c1csc2c1CCCC2	u	x
CC(=O)O[C@]1(C(C)=O)CC[C@H]2[C@@H]3C[C@H](C)C4=CC(=O)CC[C@]4(C)[C@H]3CC[C@@]21C	u	4.9
CCc1nn(C(C)C(=O)N2CCc3ccccc3C2)c(=O)c2cc3occc3n12 (stereo not drawn)	u	x
CCOc1ccccc1/C=N/Nc1ccc(Cl)nn1	8.5%	3.7
CCOC(=O)Cc1nnc(NC(=O)CSc2ccc(C)cc2)s1	-1.0%	10.4
CC(C)NS(=O)(=O)c1ccc(OCC(=O)NCCC2=CCCCC2)cc1	u	x
O=C(CCNC(=O)c1ccc(Cl)cc1)NC1CCCc2ccccc21 (stereo not drawn)	u	x
CC(=O)Nc1ccc(-c2csc(Nc3ccccn3)n2)cc1	14.2%	-9.2

An excerpt. The share of hits here may be higher or lower than overall.
